Screening data deposited in PubChem BioAssay by National Center for Advancing Translational Sciences (NCATS).
BCR signal inh – inhibitors of chronic active B-cell receptor signaling | AID 493014 | 340,000 tested, 0.05% active | Potency, µM (top dose mostly 46.1 µM), without a hit: at the top dose ratio change, negative = lower green/red ratio, most hits filed as inhibitors | ABC-DLBCL IkBa-CBG/CBR reporter, luminescence ratio, 4 h; active = well fitted inhibition curve with a large enough effect in the signal ratio, with a control signal flat, not every such curve was filed as active; inconclusive = small, poorly fitted or top-dose-only effect, or effect the other way, or a change in a side signal; the % refers to the signal ratio;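 also: potency is read from the fitted curve at half-maximal effect; plate controls were basal doxycycline-induced cells for no effect and cells given 10 µM MG132 for full effect; MG132 reads +100%, hits lower the ratio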
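TMD8 ABC-DLBCL cells carrying doxycycline-inducible green luciferase fused to IkappaBalpha plus unfused red luciferase were exposed to compounds (up to 46 uM) for 4 hrs at 37C. Activity came from the overlap-corrected green/red luminescence ratio.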
MBNL1-CUG inh – inhibitors of human MBNL1 binding to CUG repeat RNA | 280,000 tested, 0.036% active | Q9NR56 | TR-FRET MBNL1-His/biotin-(CUG)12 binding, 665/545 ratio | Potency, µM (series often up to 57.5 µM), for the others: top-dose activity change, negative = inhibition, usual class: inhibitors; active = well fitted inhibition curve with a large enough effect in the signal ratio, with a control signal flat, not every such curve was filed as active; inconclusive = small, poorly fitted or top-dose-only effect, or effect the other way, or a change in a side signal; inactive = no such curve, though single readings can be large or run the other way; the % refers to the signal ratio; also: potency is read from the fitted curve at half-maximal effect; % is scaled to controls: 0 for no effect and ±100 for the full control effect
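Ratiometric TR-FRET (665 over 545 nm, excitation 340 nm) tracks disruption of MBNL1-His/biotin-(CUG)12 complex after 60 min at room temperature, with compounds at 92 nM to 58 uM final.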
USP2a block – blocks human ubiquitin-specific protease USP2a. O75604. Potency, µM (doses to about 38.3 µM), without a hit: top-dose activity change, negative = inhibition, usual class: inhibitors. AID 463254. USP2 core, Ub-CHOP2 coupled fluorogenic reporter, 485/531. 330,000 tested, 0.01% active;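 also: potency is read from the fitted curve at half-maximal effect; plate controls were DMSO wells for no effect and full inhibition by NEM control for full effect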
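Deubiquitinase activity read as fluorescence (485/531 nm) after Ub-CHOP2 cleavage activates the enterokinase reporter on its substrate; USP2 core 10nM, Ub-CHOP2 and substrate 25nM each, 30min compound preincubation then 60min RT; data normalized to NEM, curves fitted.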
GALK inh – blocks human galactokinase activity. P51570. Purified GALK, Kinase-Glo residual ATP luminescence. Potency, µM (top dose mostly 57.5 µM), inactives show at the highest dose activity change, negative = inhibition, most hits filed as inhibitors. 270,000 tested, 0.007% active. AID 1868; also: potency is read from the fitted curve at half-maximal effect; % is scaled to controls: 0 for no effect and ±100 for the full control effect
Target sequence (P51570 whole entry, looked up): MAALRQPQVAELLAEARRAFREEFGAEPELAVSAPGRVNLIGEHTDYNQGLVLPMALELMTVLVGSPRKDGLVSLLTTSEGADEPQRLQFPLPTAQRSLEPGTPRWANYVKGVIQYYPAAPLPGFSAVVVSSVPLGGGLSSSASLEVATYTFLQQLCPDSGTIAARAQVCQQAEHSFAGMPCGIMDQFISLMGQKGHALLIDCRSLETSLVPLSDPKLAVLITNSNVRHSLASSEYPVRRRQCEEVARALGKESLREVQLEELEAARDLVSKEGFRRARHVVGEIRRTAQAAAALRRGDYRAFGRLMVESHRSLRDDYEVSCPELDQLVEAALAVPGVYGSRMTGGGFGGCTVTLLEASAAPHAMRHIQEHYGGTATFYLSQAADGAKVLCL
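GALK at 5 nM final was combined with compound, 35 uM ATP and 100 uM galactose in HEPES pH8.0 with MgCl2 and DTT. The reaction ran one hour at room temperature before luminescent ATP detection.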
S-ASM inh – inhibitors of human secretory acid sphingomyelinase; P17405; placental ASM, HMU-PC fluorogenic substrate, 60 min; Potency, µM (top dose mostly 57.5 µM), inactives show at the highest dose activity change, negative = inhibition, hits mostly inhibitors; 340,000 tested, 0.006% active; AID 504937; also: potency is read from the fitted curve at half-maximal effect
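Steps: dispense placental human ASM, pin compound, wait 10 min at room temperature, add HMU-PC0 substrate at 9 uM final, incubate 60 min at 37 °C, add stop solution raising pH to 10, read fluorescence.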
Eya2 inh – inhibitors of human Eya2 phosphatase activity. O00167. 330,000 tested, 0.006% active. recombinant Eya2, OMFP fluorescence dephosphorylation (OMFP is methylfluorescein phosphate). AID 488837. Potency, µM (titrated, usually from 76.9 µM), for the others: top-dose activity, negative = inhibition, usual class: inhibitors; also: potency is read from the fitted curve at half-maximal effect; % is scaled to controls: 0 for no effect and ±100 for the full control effect
Target sequence (O00167 whole entry, looked up): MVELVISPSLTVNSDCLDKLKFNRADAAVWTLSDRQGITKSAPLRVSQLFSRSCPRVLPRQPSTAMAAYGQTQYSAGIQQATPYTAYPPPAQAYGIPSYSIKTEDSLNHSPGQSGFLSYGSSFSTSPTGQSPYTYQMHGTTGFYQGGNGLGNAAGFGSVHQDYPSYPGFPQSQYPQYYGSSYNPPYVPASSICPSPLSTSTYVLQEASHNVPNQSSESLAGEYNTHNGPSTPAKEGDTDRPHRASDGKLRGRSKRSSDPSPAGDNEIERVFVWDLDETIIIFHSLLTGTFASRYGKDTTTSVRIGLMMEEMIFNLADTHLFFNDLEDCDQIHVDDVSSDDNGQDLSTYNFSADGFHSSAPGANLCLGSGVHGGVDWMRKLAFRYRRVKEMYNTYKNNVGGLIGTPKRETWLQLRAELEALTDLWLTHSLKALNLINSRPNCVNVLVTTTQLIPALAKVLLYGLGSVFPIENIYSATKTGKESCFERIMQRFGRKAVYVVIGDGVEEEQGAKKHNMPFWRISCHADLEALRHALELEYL
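Eya2 protein (added as 0.2 uM solution) was preincubated with compound for 10 min at ambient temperature in 50 mM HEPES pH 7.5, 50 mM NaCl, 5 uM MgCl2, 0.05% BSA, 1 mM DTT. OMFP (added at 50 uM) then reacted 10 min; fluorescence read at 485/525 nm.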
PKM2 activator – PKM2 (human) enzyme activation; P14618; 260,000 tested, 0.34% active; Potency, µM (titrated, usually from 57.5 µM), for the others: at the highest dose activation, usual class: activators; purified PKM2, Kinase-Glo ATP luminescence, activation; response scale: 0% is enzyme alone, no compound; also: potency is read from the fitted curve at half-maximal effect; % is scaled to controls: 0 for no effect and ±100 for the full control effect; nearly all actives have a fitted effect of over 55% in size
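ATP formation by purified human PK-M2, quantified via coupled luciferase luminescence after 1 h at room temperature with 0.1 mM ADP and 0.5 mM PEP final.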
TSHR antagonist – human thyrotropin receptor antagonism | 330,000 tested, 0.2% active | TSHR-expressing cells, TSH-stimulated cAMP HTRF, 2 h; hits give low values | AID 504810 | P16473 | activity change, negative = inhibition, % at 11.5 µM;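 active = activity change below a set negative limit, meaning inhibition stronger than a set level, cut at about -70% in these data; inconclusive = activity change between two set negative limits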; also: % is scaled to controls: 0 for no effect and ±100 for the full control effect
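Read-out is FRET at 665 nm (cryptate excitation 337 nm) from a cryptate-tagged anti-cAMP antibody, competed by cell cAMP against cAMP-d2. Compounds are tested on freshly harvested TSHR cells challenged with 4nM TSH (EC80) for 2 hours at 37 deg C.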
Menin MLL FP TR – inhibitors of human menin-MLL interaction, mutant MLL peptide; Menin + Texas Red MLL mutant peptide, fluorescence polarization; 270,000 tested, 0.23% active; AID 1768; Potency, µM (series often up to 61.6 µM), for inactives: at the top dose FP activity change, negative = inhibition, hits mostly inhibitors; active = well fitted inhibition curve with a large enough effect in the polarisation, with a control signal flat, not every such curve was filed as active; inconclusive = small, poorly fitted or top-dose-only effect, or effect the other way, or a change in a side signal; inactive = no such curve, though single readings can be large or run the other way; the % refers to the polarisation; also: potency is read from the fitted curve at half-maximal effect; % of control where 0% means no effect; many of its hits are not listed in these tables
hERG WT inh – blocks the wildtype human KCNH2 potassium channel; activity change, % at 1.84 µM; Q12809; U2OS, BacMam KCNH2, thallium flux FluxOr; hits give low values; 340,000 tested, 0.37% active;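 active = maximum activity change below -70%; inconclusive = maximum activity change between -70% and -50%; inactive = maximum activity change above -50%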; also: % is scaled to controls: 0 for no effect and ±100 for the full control effect
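U2OS cells transduced with wild-type KCNH2 virus are loaded with FluxOr dye for 45 min, and thallium flux is measured in kinetic reads before and after stimulation buffer. Rate constants are normalized to DMSO controls.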
Mito fusion yeast – blocks mitochondrial division or promotes mitochondrial fusion; S. cerevisiae fusion-defective mutant growth rescue, CellTiterGlo 48 h; Potency, µM (highest dose often 46.1 µM), without a hit: top-dose growth rescue (activation), hits mostly activators; 320,000 tested, 0.23% active; AID 485298;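 also: potency is read from the fitted curve at half-maximal effect; % of control where 0% means no effect; nearly all actives have a fitted effect of over 45% in size; temperature-sensitive fusion mutants such as fzo1-1 at 37 °C on non-fermentable ethanol glycerol medium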
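S. cerevisiae fusion-defective temperature-sensitive mutants (e.g. fzo1-1, mgm1-5) grown 48 h at 37C in YPEG (ethanol/glycerol non-fermentable) medium with 23 nl compound per well; growth rescue read as CellTiterGlo luminescence.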
An asterisk follows results filed as active; & = joins results of further samples; [ ] = remark or other dose. Unless noted, calls follow the shape of the dose curve; as a rule, active = well fitted curve in the direction sought with a large enough effect; inconclusive = small, poorly fitted or top-dose-only effect, or another doubt; inactive = no such curve, though single readings can be large; an effect the other way counts as inactive or inconclusive. An excerpt; rates above refer to the full screens.

O=C(CC(NC(=O)C(F)(F)F)c1ccccc1)Nc1nnc(CCc2ccccc2)s1 (stereo not drawn) was read as BCR signal inh -4%, MBNL1-CUG inh -13%, USP2a block 0%, GALK inh 0%, S-ASM inh 80%[activator], Eya2 inh 9%, PKM2 activator 21%, TSHR antagonist 3, Menin MLL FP TR inconclusive, hERG WT inh 3 and Mito fusion yeast -2%.
Screening COc1ccc(CN2CCNC(=O)C2CC(=O)NCc2cccc(C)n2)c(OC)c1 (stereo not drawn) returned BCR signal inh -2%, MBNL1-CUG inh 0%, USP2a block 3%, GALK inh 1%, S-ASM inh -4%, Eya2 inh 11%, PKM2 activator 6%, TSHR antagonist 4, hERG WT inh 6 and Mito fusion yeast 1%.
Screening COc1ccc(CNC(=O)NC(C)(C)c2cccc(C(C)(C)NC(=O)NCc3ccc(OC)cc3)c2)cc1 returned BCR signal inh inconclusive, MBNL1-CUG inh -25%, USP2a block 5%, GALK inh -1%, S-ASM inh -3%, Eya2 inh -20%, PKM2 activator 4%, TSHR antagonist -4, Menin MLL FP TR 5%, hERG WT inh -1 and Mito fusion yeast -5%.
Screening CCOc1ccc(N(CC(=O)NC2CCCC2)C(=O)CCC(=O)Nc2ccccn2)cc1 returned BCR signal inh 2%, MBNL1-CUG inh -1%, USP2a block 5%, GALK inh 7%, S-ASM inh -5%, Eya2 inh -4%, PKM2 activator -8%, TSHR antagonist 1, Menin MLL FP TR -5%, hERG WT inh 25 and Mito fusion yeast -1%.
Screening O=c1cc(-c2cccs2)oc2ccc(Cl)cc12 returned BCR signal inh 14%, MBNL1-CUG inh 12%, USP2a block 2%, GALK inh 3%, S-ASM inh 3%, Eya2 inh -7%, PKM2 activator 1%, TSHR antagonist -5, Menin MLL FP TR -12%, hERG WT inh -24 and Mito fusion yeast -2%.
`FC(F)(F)c1cccc(Cc2noc(CN3CCCC(CN4CCCC4)C3)n2)c1` (stereo not drawn) gave BCR signal inh inconclusive, MBNL1-CUG inh 0%, USP2a block 0%, GALK inh 3%, S-ASM inh -1%, Eya2 inh -4%, PKM2 activator 0%, TSHR antagonist -16, Menin MLL FP TR inconclusive, hERG WT inh 12 and Mito fusion yeast -3%.
Cc1cc(F)c(F)cc1C(=O)N1CCCC1 was read as BCR signal inh 7%, MBNL1-CUG inh -5%, USP2a block 2%, GALK inh 2%, S-ASM inh 3%, Eya2 inh -3%, PKM2 activator -11%, TSHR antagonist 3, Menin MLL FP TR -15%, hERG WT inh 2 and Mito fusion yeast 0%.
For Cc1noc(C)c1S(=O)(=O)N1CCCC(C(=O)N2CCN(C3CCCCC3)CC2)C1 (stereo not drawn) the results were BCR signal inh -5%, MBNL1-CUG inh -1%, USP2a block 3%, GALK inh 4%, S-ASM inh 3%, Eya2 inh 2%, PKM2 activator -4%, TSHR antagonist 2, Menin MLL FP TR -2%, hERG WT inh 0 and Mito fusion yeast -1%.
`O=C(Nc1ccc(N2CCCCC2)cc1)c1cccnc1Cl` gave BCR signal inh inconclusive, MBNL1-CUG inh -7%, USP2a block 3%, GALK inh 3%, S-ASM inh 5%, Eya2 inh 2%, PKM2 activator 2%, TSHR antagonist -4, Menin MLL FP TR 0%, hERG WT inh -5 and Mito fusion yeast 2%.
For CN(Cc1ccco1)c1ncnc2ccc(-c3ccoc3)cc12 the results were BCR signal inh 11%&0%, USP2a block -3%&1%, S-ASM inh 8%, Eya2 inh -4%&-4%, TSHR antagonist 36&-4, Menin MLL FP TR 4% and Mito fusion yeast 5%&4%.
For COc1ccc(OC)c(N2C(=O)CC(C(C)c3ccccc3)C2=O)c1 (stereo not drawn) the results were BCR signal inh inconclusive, MBNL1-CUG inh -2%, USP2a block 0%, GALK inh 4%, S-ASM inh 0%, Eya2 inh -8%, PKM2 activator -4%, TSHR antagonist 10, Menin MLL FP TR 2%, hERG WT inh 7 and Mito fusion yeast 2%.
`O=C(COc1ccccc1C(=O)Nc1ccccc1)NCCc1ccccc1` gave BCR signal inh inconclusive, MBNL1-CUG inh -2%, USP2a block 0%, GALK inh -1%, S-ASM inh -4%, Eya2 inh -1%, PKM2 activator -2%, TSHR antagonist 28, Menin MLL FP TR 19%, hERG WT inh 0 and Mito fusion yeast -7%.
Screening CC(C)(C)NC(=O)c1cc([N+](=O)[O-])ccc1N1CCCCC1 returned BCR signal inh 18%, MBNL1-CUG inh inconclusive, USP2a block 3%, GALK inh 0%, S-ASM inh -4%, Eya2 inh -11%, PKM2 activator 2%, TSHR antagonist 21, Menin MLL FP TR 0%, hERG WT inh 9 and Mito fusion yeast -4%.
For COc1ccc(OC)c(S(=O)(=O)N(C)CC(=O)N2CCCCC2)c1 the results were BCR signal inh 2%, MBNL1-CUG inh 8%, USP2a block 3%, GALK inh -3%, S-ASM inh 2%, Eya2 inh 2%, PKM2 activator 11%, TSHR antagonist -12, Menin MLL FP TR 5%, hERG WT inh -11 and Mito fusion yeast -2%.
Screening Cc1ccccc1N(CC(=O)NCC1CCCO1)C(=O)C1(C)CC(=O)N=C2C=CC=CN21 (stereo not drawn) returned BCR signal inh -17%, MBNL1-CUG inh -4%, USP2a block 3%, GALK inh 2%, S-ASM inh 29%, Eya2 inh -35%, PKM2 activator -3%, TSHR antagonist -7, Menin MLL FP TR -9%, hERG WT inh -6 and Mito fusion yeast 2%.
For CCN(CC)C(=O)CSc1ncnc2c1nnn2-c1ccc(OC)cc1 the results were BCR signal inh 4%, MBNL1-CUG inh 6%, USP2a block 1%, GALK inh 0%, S-ASM inh 2%, Eya2 inh 11%, PKM2 activator -2%, TSHR antagonist -5, Menin MLL FP TR 9%, hERG WT inh 0 and Mito fusion yeast 0%.
`CCOC(=O)c1ccc(NC(=O)C(C)N2C(=O)c3ccccc3C2=O)cc1` (stereo not drawn) gave BCR signal inh 6%, MBNL1-CUG inh -2%, USP2a block 0%, GALK inh 8%, S-ASM inh -3%, Eya2 inh 0%, PKM2 activator 2%, TSHR antagonist -8, Menin MLL FP TR inconclusive, hERG WT inh -14 and Mito fusion yeast 2%.
For CCCCOc1ccc(/C=N/NC(=O)C2CCCNC2=O)cc1 (stereo not drawn) the results were BCR signal inh 4%, USP2a block 0%, GALK inh 0%, S-ASM inh -4%, Eya2 inh -12%, PKM2 activator 0%, TSHR antagonist 5, hERG WT inh -6 and Mito fusion yeast 6%.
Screening CSc1ccccc1NC(=O)c1cnc2scc(C)n2c1=O returned BCR signal inh 0%, MBNL1-CUG inh -3%, USP2a block -1%, GALK inh 0%, S-ASM inh 5%, Eya2 inh 20%, PKM2 activator 4%, TSHR antagonist 4, Menin MLL FP TR 22%, hERG WT inh 6 and Mito fusion yeast 21%.
`CCCCn1c(SCC(=O)N2CCCCC2C)nc2cc(S(N)(=O)=O)ccc21` (stereo not drawn) gave BCR signal inh 1%, MBNL1-CUG inh -6%, USP2a block -1%, GALK inh -2%, S-ASM inh 2%, Eya2 inh -6%, PKM2 activator -3%, TSHR antagonist 6, Menin MLL FP TR -24%, hERG WT inh 0 and Mito fusion yeast 4%.
`CCOC(=O)CSc1nc2ccccc2n1CC(=O)N(C(C)C)C(C)C` gave BCR signal inh 2%, MBNL1-CUG inh -7%, USP2a block 0%, GALK inh 3%, S-ASM inh 0%, Eya2 inh 2%, PKM2 activator -2%, TSHR antagonist 10, Menin MLL FP TR 5%, hERG WT inh -4 and Mito fusion yeast -7%.
Screening Cc1cc(OCC(=O)NC2CC(C)(C)NC(C)(C)C2)c2c(C)c(C)c(=O)oc2c1 returned BCR signal inh -17%, MBNL1-CUG inh 3%, USP2a block 0%, GALK inh 6%, S-ASM inh -5%, Eya2 inh 7%, PKM2 activator -3%[0.46 µM], TSHR antagonist 7, Menin MLL FP TR -4%, hERG WT inh -5 and Mito fusion yeast 0%.
For Cc1ccc(-c2noc(CCC(=O)N3CCCc4ccccc43)n2)cc1 the results were BCR signal inh 3%, MBNL1-CUG inh 8%, USP2a block -1%, GALK inh 0%, S-ASM inh -17%, Eya2 inh 0%, PKM2 activator -4%, TSHR antagonist -6, Menin MLL FP TR -2%, hERG WT inh 45 and Mito fusion yeast inconclusive.
